# Bioassay records: PubChem, several laboratories
# Cardio protect: cardioprotection against H2O2-induced cell death, primary screen, uHTS, H9c2 cells, ATPLite luminescence. AID 588492, 2011. H9c2 cardiomyocytes, H2O2 injury protection, 2 h. protection from H2O2 cell death, % at 20 µM. 360,000 compounds, 0.63% hits;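 active = compounds giving at least 50% protection of heart cells from peroxide-induced death in the single-dose screen, raw or plate-pattern-corrected value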;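 also: 0% = DMSO wells with peroxide and 100% = DMSO wells without peroxide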
# m5-HT2A agonist: mouse Htr2a agonists via beta-arrestin recruitment, primary screen, cell-based, luminescence. 5-hydroxytryptamine receptor 2A (Mus musculus), P35363. CHO-K1 mHTR2A beta-arrestin complementation; percent of 30 µM serotonin response. activation, % at 7.6 µM. 360,000 compounds, 0.66% hits. AID 624169, 2012;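 active = activation above a run cutoff, the mean activation of all tested compounds plus 3 SD, cut at about 14% in these data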;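 also: 0% = plate median of compound wells and 100% = 30 µM serotonin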
# TLR9-MyD88 inh: inhibitors of TLR9-MyD88 association in cells, primary screen, cell-based, CHO, BLA complementation, fluorescence; 340,000 compounds, 0.21% hits; inhibition, % at 4.98 µM; CCF4 FRET ratio;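 active = inhibition above the mean over all tested compounds plus 3 SD, cut at about 21% in these data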;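 also: 0% = DMSO only wells and 100% = clavulanate BLA inhibitor control wells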
# N-glyco inh: increase of ERlucT glycosylation luciferase signal, primary screen, N-linked glycosylation inhibitor project, D54 ERlucT cells, luminescence, set 2; 360,000 compounds, 0.23% hits; AID 588692, 2011; reporter increase, % at 12.5 µM; D54 ERlucT glycosylation luciferase reporter, 24 h; percent of 100 nM tunicamycin response;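 active = mean luciferase reporter signal, scaled so untreated is 0 and the glycosylation-blocking control 100, at or above a set limit in every replicate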;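 also: luciferase carries N-glycosylation sites so blocking glycosylation raises the light; 0% = median of neutral control wells and 100% = median of 100 nM tunicamycin wells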
# ABHD5-PLIN5 inh: ABHD5-PLIN5 interaction inhibitors, primary screen, cell lysate, split luciferase complementation, luminescence; Perilipin-5 (Homo sapiens) + 1-acylglycerol-3-phosphate O-acyltransferase ABHD5 (Homo …; Split G. princeps luciferase complementation, 4 h; inhibition, % at 4 µM; 360,000 compounds, 0.78% hits; AID 602281, 2012;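 active = inhibition above the mean inhibition across every tested compound plus 3 SD, cut at about 22% in these data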;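 also: 0% = DMSO only wells and the 100% control is not disclosed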
# NOD2-RIPK2 inh: NOD2-RIPK2 binding disruptors in cells, primary screen, fluorescence, CHO cells, BLA complementation | 360,000 compounds, 0.38% hits | Receptor-interacting serine/threonine-protein kinase 2 (Homo sapiens), O43353 | AID 624267, 2012 | inhibition, % at 4.98 µM | CCF4 ratio; in the data active = inhibition above about 21%;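 also: 0% = vehicle only and 100% = reference blocker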
# Target sequence (O43353 whole entry, looked up): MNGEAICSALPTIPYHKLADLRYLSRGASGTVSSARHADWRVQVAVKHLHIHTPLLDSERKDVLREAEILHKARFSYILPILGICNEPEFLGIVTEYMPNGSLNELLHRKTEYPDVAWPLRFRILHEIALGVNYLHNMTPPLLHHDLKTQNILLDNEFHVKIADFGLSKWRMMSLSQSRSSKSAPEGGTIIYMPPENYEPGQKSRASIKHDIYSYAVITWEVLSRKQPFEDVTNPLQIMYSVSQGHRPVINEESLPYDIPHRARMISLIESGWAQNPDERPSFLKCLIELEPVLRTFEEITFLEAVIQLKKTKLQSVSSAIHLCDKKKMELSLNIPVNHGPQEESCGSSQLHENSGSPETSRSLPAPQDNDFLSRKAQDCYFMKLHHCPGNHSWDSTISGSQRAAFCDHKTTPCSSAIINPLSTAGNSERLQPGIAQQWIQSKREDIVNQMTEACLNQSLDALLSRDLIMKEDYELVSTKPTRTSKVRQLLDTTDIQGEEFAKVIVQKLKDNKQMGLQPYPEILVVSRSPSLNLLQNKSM
# SRC2 inh: inhibition of GAL4-SRC2 driven luciferase reporter, primary screen, SRC2 inhibitor project, cell-based, luminescence; HEK293 GAL4-SRC2 luciferase reporter; 370,000 compounds, 0.17% hits; inhibition, % at 9 µM; Nuclear receptor coactivator 2 (Homo sapiens), Q15596; AID 651957, 2012;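 active = inhibition above the mean inhibition of all tested compounds plus 3 SD, set per campaign, cut at about 52% in these data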;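 also: 0% = DMSO treated cells and 100% = cells given Gossypol at 36 µM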
# MC4R barr agon: MC4R agonists recruiting beta-arrestin, primary screen, cell-based, luminescence, agonist arm of biased-ligand search. Melanocortin receptor 4 (Homo sapiens), P32245. 360,000 compounds, 0.98% hits. AID 540308, 2011. U2OS MC4R beta-arrestin complementation; percent of melanotan II response, DMSO zero. activation, % at 8.9 µM;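 active = activation above a per-plate cutoff, the mean activation of sample wells on that plate plus 3 SD, cut at about 8% in these data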
# Target sequence (P32245 whole entry, looked up): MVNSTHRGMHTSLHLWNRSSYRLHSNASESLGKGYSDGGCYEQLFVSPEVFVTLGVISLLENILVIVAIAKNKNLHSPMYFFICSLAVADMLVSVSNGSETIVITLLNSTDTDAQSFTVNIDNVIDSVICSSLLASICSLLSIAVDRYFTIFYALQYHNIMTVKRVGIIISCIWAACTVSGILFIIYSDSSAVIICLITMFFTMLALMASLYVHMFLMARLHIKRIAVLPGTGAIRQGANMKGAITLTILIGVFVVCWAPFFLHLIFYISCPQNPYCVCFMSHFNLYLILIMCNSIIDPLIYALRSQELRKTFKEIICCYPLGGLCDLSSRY
# MC4R antag cAMP: MC4R antagonists of cAMP signaling, primary screen, cell-based, TR-FRET, antagonist arm of biased-ligand search. Melanocortin receptor 4 (Homo sapiens), P32245. MC4R-expressing cells, MTII-stimulated cAMP, LANCE TR-FRET. inhibition, % at 6.5 µM. 360,000 compounds, 0.48% hits;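 active = inhibition above its plate's cutoff, the mean of tested wells on that plate plus 3 SD, cut at about 29% in these data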;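 also: 0% = Melanotan II alone and 100% = Melanotan II plus saturating MCL0020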
#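 Material: human MC4R-expressing U2OS cells. Probe or stimulus: Melanotan II challenge. Dosing: 6.5 µM single dose. Times: 30-min compound, 1-h challenge, 1-h detection, room temperature. Technique: TR-FRET with Eu-cAMP and labeled anti-cAMP, 671 nm. Replication: singlicate.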
# ABCB6 inh MLPCN: ABCB6 transporter inhibitors, primary screen, K562-ABCB6 cells, flow cytometry, MLPCN library. fluorescence ratio to DMSO, % at 10 µM. ATP-binding cassette sub-family B member 6 (Homo sapiens), Q9NP58. K562-ABCB6 porphyrin accumulation, 1 h; hits give low values. 360,000 compounds, 0.19% hits;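 active = fluorescence ratio to DMSO below 75%, the collection mean minus 3 SD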;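 also: signal is porphyrin accumulated inside mitochondria; 100% equals median channel fluorescence of DMSO control wells; lower ratio means ABCB6 inhibition with less porphyrin fluorescence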
# * hit, by the source's call; / = no result given. A portion of the library. The share of hits here may be higher or lower than overall.
# Start of the listing, in advance (six entries):
SMILES,Cardio protect,m5-HT2A agonist,TLR9-MyD88 inh,N-glyco inh,ABHD5-PLIN5 inh,NOD2-RIPK2 inh,SRC2 inh,MC4R barr agon,MC4R antag cAMP,ABCB6 inh MLPCN
COC(=O)c1cc(NS(=O)(=O)c2ccc(N3CCOCC3)c([N+](=O)[O-])c2)cc(C(=O)OC)c1,-2,7,7,-1,1,-4,-14,-2.5,-3,98
CC(=O)Nc1ccc(S(=O)(=O)Nc2ccc3c(c2)OCO3)cc1,0,-1,4,-1,4,-18,-19,-1.0,8,103
COc1ccc(C(=O)NC2CC2)cc1OC1CCN(Cc2cnn(C)c2)CC1,5,-10,6,3,-1,-4,-24,-1.7,15,101
COc1ccccc1OCCOc1ccc(/C=C2/C(=N)N3OC(C)=CC3=NC2=O)cc1OC,-17,-3,-1,-2,1,6,-1,19*,12,97
CCOc1cc(C(=O)Nc2ccc(S(=O)(=O)Nc3nnc(CC)s3)cc2)cc(OCC)c1OCC,5,4,5,1,-2,-11,-21,-2.2,10,97
COc1ccc(CCNC(=O)CCCCCN2C(=O)c3ccccc3C2=O)cc1,-4,3,8,-1,-6,3,5,1.8,-2,103

# The list itself, from the start:
SMILES,Cardio protect,m5-HT2A agonist,TLR9-MyD88 inh,N-glyco inh,ABHD5-PLIN5 inh,NOD2-RIPK2 inh,SRC2 inh,MC4R barr agon,MC4R antag cAMP,ABCB6 inh MLPCN
COC(=O)c1cc(NS(=O)(=O)c2ccc(N3CCOCC3)c([N+](=O)[O-])c2)cc(C(=O)OC)c1,-2,7,7,-1,1,-4,-14,-2.5,-3,98
CC(=O)Nc1ccc(S(=O)(=O)Nc2ccc3c(c2)OCO3)cc1,0,-1,4,-1,4,-18,-19,-1.0,8,103
COc1ccc(C(=O)NC2CC2)cc1OC1CCN(Cc2cnn(C)c2)CC1,5,-10,6,3,-1,-4,-24,-1.7,15,101
COc1ccccc1OCCOc1ccc(/C=C2/C(=N)N3OC(C)=CC3=NC2=O)cc1OC,-17,-3,-1,-2,1,6,-1,19*,12,97
CCOc1cc(C(=O)Nc2ccc(S(=O)(=O)Nc3nnc(CC)s3)cc2)cc(OCC)c1OCC,5,4,5,1,-2,-11,-21,-2.2,10,97
COc1ccc(CCNC(=O)CCCCCN2C(=O)c3ccccc3C2=O)cc1,-4,3,8,-1,-6,3,5,1.8,-2,103
Oc1c(CN2CCCCC2)cc(Br)c2cccnc12,22,-4,-5,-10,6,-10,14,-2.3,27,106
COc1cc(C2C3=C(COC3=O)Oc3cc4c(cc32)OCO4)cc(OC)c1O (stereo not given),3,-5,13,11,-1,10,14,-2.3,-26,99
O=C(N/N=C/C(Cl)=C/c1ccc([N+](=O)[O-])cc1)C(=O)Nc1ccc(C(=O)O)cc1,7,2,-11,0,5,5,-20,-2.7,-13,101
CCc1cccc2c1NC(=O)C2(O)CC(=O)c1cccs1 (stereo not given),10,1,-9,1,-2,0,13,-1.7,5,104
O=C1Nc2ccccc2N(O)N1c1ccc(S(=O)(=O)Nc2ccccn2)cc1,11,2,1,1,-5,-9,-9,2.2,5,93
CN(Cc1ccc(F)cc1)C(=O)c1ccc(NS(=O)(=O)c2ccc3[nH]c(=O)[nH]c3c2)cc1,1,-9,-9,0,-8,-4,-14,-0.1,7,99
CCn1c(COc2cccc(C)c2)nc2ccccc21,-14,7,-9,0,11,3,-33,3.9,-4,82
CS(=O)(=O)Cc1cc(Sc2ccccc2)nc(-c2ccncc2)n1,-8,-6,-2,3,2,0,1,-2.2,7,96
COc1cc(-c2nnc(Sc3ccc(C(F)(F)F)cc3[N+](=O)[O-])o2)cc(OC)c1OC,-7,-5,-3,0,3,-2,-2,-0.4,29*,97
Cc1nc(NS(=O)(=O)c2ccccc2)sc1NC(=O)OC(C)C,0,-3,1,1,-8,2,-13,0.7,3,103
CC(O)c1nc2ccccc2n1Cc1ccc([N+](=O)[O-])cc1 (stereo not given),5,3,-6,1,1,-3,-2,-2.0,-1,100
CC1CCCCN1C(=O)C(=O)c1cn(CC(=O)N2CCCC2)c2ccccc12 (stereo not given),-2,-2,1,-1,13,2,4,-0.4,-1,105
CC(=O)Nc1ccc(S(=O)(=O)Oc2cccc(/C=C3\SC(N)=NC3=O)c2)cc1,9,-4,3,2,28*,-3,-32,-1.7,12,102
COc1ccc(Br)cc1C(=O)Nc1cccc(NC(=O)c2ccco2)c1,64*,-4,-40,-2,4,8,5,-1.3,8,99
Cc1cc[n+](CC(=O)c2ccc(NC(=O)c3ccccc3)cc2)cc1,4,-1,-3,-1,-1,-5,0,-0.3,6,99
C[C@H]1CN(c2ccc(Br)cc2)C(=O)[C@@H]1CC(=O)Nc1ccccc1,-18,-7,5,3,-10,-11,4,-0.2,15,99
O=C(CN1CCCc2ccccc21)N/N=C/c1c(O)ccc2ccccc12,40,-1,2,-10,-3,-4,13,-0.2,-2,97
Cc1ccc(S(=O)(=O)N(C)CC(=O)Nc2ccc(C)cn2)cc1,-4,2,-6,3,4,-10,-41,-3.8,5,94
Cc1[nH]c2ccccc2c1SCC(=O)NNC(=O)Nc1ccc(OC(F)(F)F)cc1,-7,-2,-11,0,-9,4,21,1.8,1,96
CC(=O)N1CCc2c(sc(NC(=O)C3CC3)c2-c2nc3ccccc3s2)C1,40,13,5,1,-6,1,-9,-1.2,13,133
CC(Sc1nncn1C)C(=O)Nc1ccc(Cl)cn1 (stereo not given),-8,4,-16,1,1,2,-5,6.8,-11,85
COc1ccc(C(=O)C2CCN(CC(=O)NCc3ccccc3)CC2)cc1,-1,-7,-12,-4,-3,2,26,-0.6,-2,94
CCC(C)[C@H](N)C(=O)N[C@H]1CCC2C3CC=C4C[C@@H](O)CC[C@]4(C)C3CC[C@@]21C (stereo not given in full),-10,0,4,-4,11,4,-1,2.2,5,96
COc1ccc2c(n1)Sc1nc3ccccc3nc1N2,-20,1,11,2,-4,21,65*,7.8,9,264
C/C(=N\NC(=O)c1ccccc1[N+](=O)[O-])c1c(O)cc(C)oc1=O,1,3,-3,2,4,0,-2,0.7,5,107
Cc1cc(=O)oc(C)c1C(=O)N1CCN(Cc2ccc3c(c2)OCO3)CC1,0,3,3,0,-3,-1,1,-2.3,7,96
CC1CCCC(NC(=O)COC(=O)c2ccccc2Sc2ccccc2C#N)C1C (stereo not given),3,-2,4,2,-4,-1,-15,0.2,3,91
NNC(=O)C1CC1c1ccccc1 (stereo not given),1,5,-12,3,-2,5,-1,-1.9,2,101
O=C(CSc1nnc(-c2cccs2)o1)NCC1CN(Cc2ccccc2)CCO1 (stereo not given),2,1,5,3,-5,-7,9,-2.6,6,99
O=C(CCC(=O)NNC(=O)Cc1ccccc1)NCc1ccccc1,6,-1,/,0,0,-3,-18,0.7,-7,91
C[C@H](NC(=O)c1[nH]cnc1C(=O)Nc1ccccc1F)c1ccccc1,39,-10,3,0,-2,0,13,1.6,11,99
COC(=O)c1cc(CSc2nnc(-c3ccccc3)c(-c3ccccc3)n2)oc1C,-22,1,4,-6,-2,-2,27,-3.0,6,104
O=C(O)CC1(CC(=O)O)Nc2ccccc2SC1=O,5,4,6,0,-10,-4,13,0.2,9,105
Cc1ccccc1OCC(=O)N/N=C/c1ccco1,0,5,3,-1,-3,-3,-24,0.0,2,99
Cn1cccc1CNC1CCCC1,10,-3,-7,2,-2,1,-3,-1.3,7,99
Cc1cc2cc(CN(Cc3cccs3)C(=S)NCc3ccco3)c(=O)[nH]c2cc1C,-1,-3,-11,-2,-6,-2,-7,-1.6,5,97
CC1CCCCC1NC(=O)C1CCN(C(=O)c2sccc2-n2cccc2)CC1 (stereo not given),-2,1,-2,-2,-3,-22,2,-1.1,7,91
Cc1nnc(SC(C)C(=O)NC2CCCCC2C)n1N (stereo not given),-4,-1,7,2,10,-8,-12,-0.9,0,99
O=[N+]([O-])c1cc(C(F)(F)F)cc([N+](=O)[O-])c1NCCNC(=S)Nc1cccc(F)c1,-14,4,-6,1,-4,2,6,-0.4,-9,94

# Some entries already given with just m5-HT2A agonist and N-glyco inh.
Structure	m5-HT2A agonist	N-glyco inh
COC(=O)c1cc(CSc2nnc(-c3ccccc3)c(-c3ccccc3)n2)oc1C	1	-6
O=C(O)CC1(CC(=O)O)Nc2ccccc2SC1=O	4	0
Cc1nnc(SC(C)C(=O)NC2CCCCC2C)n1N (stereo not given)	-1	2
Cn1cccc1CNC1CCCC1	-3	2

# The results go on.
SMILES,Cardio protect,m5-HT2A agonist,TLR9-MyD88 inh,N-glyco inh,ABHD5-PLIN5 inh,NOD2-RIPK2 inh,SRC2 inh,MC4R barr agon,MC4R antag cAMP,ABCB6 inh MLPCN
COc1ccc(-c2nc3c(n2O)CCc2c-3no[n+]2[O-])cc1,2,-2,3,1,-3,-5,-12,-1.7,19,99
CSc1ccccc1OCc1cc(C(=O)NCCc2nc(C)cc(C)n2)no1,4,-4,-18,0,-2,-2,-15,-1.5,7,97
Cc1ccc(-c2nc(CS(=O)CC(=O)NC3CCC(C)CC3)c(C)o2)cc1 (stereo not given),-2,0,-1,3,-1,6,-34,0.5,4,97
C=CCC1(O)CC(c2ccco2)NC(c2ccco2)C1CCC (stereo not given),-3,-5,3,0,1,-4,14,-2.1,5,107
CCC1=C2CC[C@H]3C(=O)NC(=O)[C@H]3[C@H]2[C@@]2(Cc3ccccc3)C(=NCC(=O)OC)OC(=O)N2C1=O,5,-2,8,-2,6,-11,12,0.6,9,90
Cc1nc(NCc2ccccn2)c2c3c(sc2n1)CCCC3,-3,2,16,-1,0,-2,6,-0.1,4,132
CCS(=O)(=O)N1CCN(Cc2ccncc2)CC1,-3,5,-3,3,-1,-4,10,0.6,0,97
